Screens deposited in PubChem by Sanford-Burnham Center for Chemical Genomics.
CCR6 antagonist: CCR6 (human) receptor antagonism; P51684; CHO-K1 CCR6 PathHunter beta-arrestin, luminescence, CCL20-stimulated; inhibition, % at 20 µM; 340,000 tested, 0.49% active;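 active means compounds whose inhibition of the agonist-driven luminescence signal at 20 µM reaches about 50%, limit read from the data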;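 further: cells stimulated with CCL20 at 14 nM final; plate controls were DMSO with CCL20 for no effect and DMSO without agonist for full effect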
Gli-Sufu antag: Gli-Sufu pathway antagonism; Sufu-KO-LIGHT fibroblasts, Gli luciferase reporter luminescence; inhibition, % at 5 µM; 340,000 tested, 0.74% active; AID 588413;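 active means inhibition above about 55%, limit read from the data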;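 further: 0% = DMSO-treated cells and 100% = wells with medium but no cells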
UBC13 polyUb: human UBC13 polyubiquitination inhibition | P61088 | UBC13 polyubiquitin chain formation, TR-FRET | inhibition, % at 20 µM | 330,000 tested, 0.47% active | AID 485273; in the data active means inhibition above about 45%, passing the limit was not always enough
EBI2 antag: blocks human EBI2 receptor beta-arrestin signaling. EBI2 beta-arrestin recruitment, luminescence, 7a,25-OHC stimulated. inhibition, % at 5 µM. 360,000 tested, 0.81% active; in the data active means inhibition above about 38%;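 further: enzyme fragment complementation signal reports receptor beta-arrestin coupling in cells; 0% = agonist plus DMSO wells and 100% = wells without agonist; some results beyond the cut were filed as inactive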
Jurkat NFkB inh: lowers PMA/ionomycin-induced NF-kB signal in Jurkat cells | PMA/ionomycin-induced NF-kB luciferase reporter, luminescence | inhibition, % at 4 µM | 330,000 tested, 0.53% active
697 NFkB inh: lowers PMA/ionomycin-induced NF-kB signal in 697 B cells | 697 B-cell NF-kB luciferase reporter, 16 h | inhibition, % at 4 µM | 330,000 tested, 0.33% active; in the data active means inhibition above about 35%
Apaf-1 inh: blocks human Apaf-1 apoptosome activity. 330,000 tested, 0.71% active. inhibition, % at 20 µM. reconstituted apoptosome caspase-3 activity, DEVD-Rh110 fluorescence; active means inhibition of at least 40% at 20 µM;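 further: plate controls were DMSO wells for no effect and DEVD-CHO caspase inhibitor wells for full effect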
Target sequence (O14727 whole entry, looked up): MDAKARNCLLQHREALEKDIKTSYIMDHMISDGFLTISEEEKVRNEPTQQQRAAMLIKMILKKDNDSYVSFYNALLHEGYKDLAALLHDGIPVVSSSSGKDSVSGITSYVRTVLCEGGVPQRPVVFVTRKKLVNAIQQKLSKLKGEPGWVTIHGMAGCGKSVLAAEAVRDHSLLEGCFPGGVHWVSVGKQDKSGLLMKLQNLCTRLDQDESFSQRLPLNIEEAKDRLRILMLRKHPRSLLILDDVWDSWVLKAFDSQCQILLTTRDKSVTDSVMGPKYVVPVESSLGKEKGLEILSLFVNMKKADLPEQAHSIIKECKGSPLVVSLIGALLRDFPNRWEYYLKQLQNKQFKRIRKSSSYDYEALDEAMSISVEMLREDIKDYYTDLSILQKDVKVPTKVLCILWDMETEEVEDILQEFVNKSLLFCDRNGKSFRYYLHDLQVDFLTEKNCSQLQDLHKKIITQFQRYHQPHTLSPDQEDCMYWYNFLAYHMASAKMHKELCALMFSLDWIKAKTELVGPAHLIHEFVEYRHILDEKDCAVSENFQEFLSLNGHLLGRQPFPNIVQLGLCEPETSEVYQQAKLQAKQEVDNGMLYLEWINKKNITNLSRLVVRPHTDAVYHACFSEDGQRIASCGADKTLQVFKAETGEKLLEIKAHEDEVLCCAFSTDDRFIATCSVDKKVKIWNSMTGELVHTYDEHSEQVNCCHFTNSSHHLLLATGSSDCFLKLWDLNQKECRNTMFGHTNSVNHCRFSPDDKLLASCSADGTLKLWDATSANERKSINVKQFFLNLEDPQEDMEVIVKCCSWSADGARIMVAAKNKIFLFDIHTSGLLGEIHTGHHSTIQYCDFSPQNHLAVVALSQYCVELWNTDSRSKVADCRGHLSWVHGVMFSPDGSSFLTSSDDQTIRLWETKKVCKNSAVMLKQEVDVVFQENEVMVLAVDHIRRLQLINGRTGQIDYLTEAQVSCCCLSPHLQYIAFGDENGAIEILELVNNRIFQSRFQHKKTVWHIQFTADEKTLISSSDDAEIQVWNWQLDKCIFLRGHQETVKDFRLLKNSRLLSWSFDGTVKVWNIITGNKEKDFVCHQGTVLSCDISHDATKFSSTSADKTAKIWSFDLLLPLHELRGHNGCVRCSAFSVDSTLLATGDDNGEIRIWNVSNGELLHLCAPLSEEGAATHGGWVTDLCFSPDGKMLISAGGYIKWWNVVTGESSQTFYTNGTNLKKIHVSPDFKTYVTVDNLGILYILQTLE
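Material: cell-free apoptosome with Apaf-1, procaspase-3 and caspase-9; Buffer or medium: Hepes pH 7.5 with detergent and BSA; Reagent: cytochrome c trigger plus (Z-DEVD)2-Rh110 caspase-3 substrate; Times: compound with Apaf-1, dATP, procaspase-3 30 min, then 50 min reaction, room temperature; Technique: Rh110 fluorescence intensity.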
SENP8 inh: SENP8 protease inhibition. inhibition, % at 10 µM. 330,000 tested, 1.2% active. Q96LD8. AID 2540. purified SENP8, Z-RLRGG-aminoluciferin cleavage, luminescence
* hit, by the source's call; x = not tested or not shown. Unless noted, no stated cut-off is given here; in the data, active means inhibition above about 50%; inactive means the rest.

SMILES	CCR6 antagonist	Gli-Sufu antag	UBC13 polyUb	EBI2 antag	Jurkat NFkB inh	697 NFkB inh	Apaf-1 inh	SENP8 inh
COc1ccc(S(=O)(=O)N(C)C)cc1NCC(=O)Nc1ccc(Br)cc1F	6	41	-2	6	-3	-5	13	0
CCN(C(=O)Cc1c(C(=O)O)n(C)c2ccccc12)c1cccc(C)c1	-7	6	-7	-4	5	1	-2	2
COc1ccc(C(=O)/C=C/Nc2ccc(S(=O)(=O)Nc3ncccn3)cc2)cc1	x	x	-7	x	-11	-25	6	-10
O=C(CO/N=C/c1ccccc1OC(F)F)NC1CCCCC1	11	-17	-15	-12	-9	-16	1	-3
Cc1c(NC(=O)c2cc(-n3cnnc3)ccc2Cl)cccc1-c1nc2ccccc2o1	11	-24	3	-14	-14	-21	17	-10
CCc1nnc(NS(=O)(=O)c2ccc(N/C=C\C(=O)c3ccc(C)cc3)cc2)s1	13	8	-18	3	5	-6	19	2
Cc1ccc(NC(=O)OCCNC(=O)c2ccncc2)cc1	3	x	-12	-8	-14	3	1	-8
Cc1cccc(COc2ccc(/C=N/NC(=O)c3nnn(-c4nonc4N)c3CN3CCCCC3)cc2)c1	-21	-10	-7	-6	-14	-51	15	-12
NC(=O)c1ccc(NC(=O)CCN=C2NS(=O)(=O)c3ccccc32)cc1	5	-1	2	-10	3	-2	-4	19
CC(C)NC(=S)N/N=C/c1cccnc1	-6	2	-8	1	-8	-1	-6	-6
O=C(Cn1cnc2c(nnn2-c2ccc(F)cc2)c1=O)NCC1CCCO1 (stereo not given)	2	-23	3	-9	3	-14	-3	2
Cc1ccc(Nc2nc(-c3cccs3)cs2)nc1	-25	-130	14	-4	-149	-235	10	91*
CCOc1ccc(/C=C2/SC(=S)N(n3c(C)ccc3C)C2=O)cc1	6	-1	-3	15	16	4	18	-4
O=C(CN1C(=O)NC2(CCCCC2)C1=O)Nc1cccc(S(=O)(=O)N2CCCC2)c1	-1	-6	4	-10	13	4	-1	-6
CCCS(=O)(=O)N1CCCC(C(=O)NCCc2cccc(C)c2)C1 (stereo not given)	6	3	-1	-3	-10	7	5	1

Retrieved one by one from the entries so far (2):
SMILES	CCR6 antagonist	Gli-Sufu antag	UBC13 polyUb	EBI2 antag	Jurkat NFkB inh	697 NFkB inh	Apaf-1 inh	SENP8 inh
Cc1cccc(COc2ccc(/C=N/NC(=O)c3nnn(-c4nonc4N)c3CN3CCCCC3)cc2)c1	-21	-10	-7	-6	-14	-51	15	-12
O=C(Cn1cnc2c(nnn2-c2ccc(F)cc2)c1=O)NCC1CCCO1 (stereo not given)	2	-23	3	-9	3	-14	-3	2

The main list resumes, starting 3 compounds before the break.
SMILES	CCR6 antagonist	Gli-Sufu antag	UBC13 polyUb	EBI2 antag	Jurkat NFkB inh	697 NFkB inh	Apaf-1 inh	SENP8 inh
CCOc1ccc(/C=C2/SC(=S)N(n3c(C)ccc3C)C2=O)cc1	6	-1	-3	15	16	4	18	-4
O=C(CN1C(=O)NC2(CCCCC2)C1=O)Nc1cccc(S(=O)(=O)N2CCCC2)c1	-1	-6	4	-10	13	4	-1	-6
CCCS(=O)(=O)N1CCCC(C(=O)NCCc2cccc(C)c2)C1 (stereo not given)	6	3	-1	-3	-10	7	5	1
O=C1/C(=C/c2cccnc2)SC(=S)N1c1ccc(F)cc1	16	2	-12	3	-14	-23	-24	-7
Cc1cc(NC(=O)c2cc3n(n2)C(C(F)(F)F)CC(c2ccc(Cl)c(Cl)c2)N3)no1 (stereo not given)	1	32	-1	-9	9	13	10	3
Cc1ccc(OCCC(=O)OCC(=O)NC(=O)NCc2ccccc2)cc1	8	-8	-2	-3	10	23	15	1
COCC(=O)Nc1sc2c(c1C(=O)OC)C(C(=O)OC)CC2 (stereo not given)	7	2	3	-1	-3	11	-3	5
CC(=O)Nc1cc(NC(=O)CCCC(=O)O)ccc1Cl	-2	-1	4	-2	9	7	-5	-5
CCn1nc(C)c(NC(=O)CCCSc2nc(-c3ccco3)cc(C(F)(F)F)n2)c1C	9	4	2	-7	14	0	1	-4
O=C(CSCc1cccc(Br)c1)N1CCOCC1	5	-17	-2	-11	-13	-4	-4	-3
Cc1cccn2c(=O)nc(SCC(=O)N3CCOCC3)nc12	-6	3	-4	3	-2	15	0	-6
COc1ccccc1C/C(N)=N/OC(=O)COc1cccc2ccccc12	10	3	-14	13	-18	3	8	5
Cc1ccc(C(=O)OCC(=O)NC2CCCCC2)s1	-9	-2	-12	-4	-31	9	0	0
CN1CCN(C(=O)c2c(NC(=O)c3ccco3)sc3c2CCC(C(C)(C)C)C3)CC1 (stereo not given)	-5	1	14	9	12	9	9	-2
Cn1c(SCC(=O)N2CCCCCC2)nc2c(c1=O)SCC2	-8	3	-5	-4	13	-13	9	1
CC(NCCO)C(=O)C12CC3CC(CC(C3)C1)C2 (stereo not given)	1	5	4	-16	-1	2	3	3
COc1ccccc1CNC(=O)c1ccc(S(=O)(=O)N(C)c2ccccc2)cc1	13	-1	3	-2	3	18	13	1
COc1ccccc1Nc1ncc(C(=O)N2CCN(Cc3ccc(OC)c(OC)c3OC)CC2)c2ccccc12	-3	-1	-2	-10	12	-5	16	-7

Given field by field: entries from further up
Cc1cc(NC(=O)c2cc3n(n2)C(C(F)(F)F)CC(c2ccc(Cl)c(Cl)c2)N3)no1 (stereo not given)
- CCR6 antagonist = 1
- Gli-Sufu antag = 32
- UBC13 polyUb = -1
- EBI2 antag = -9
- Jurkat NFkB inh = 9
- 697 NFkB inh = 13
- Apaf-1 inh = 10
- SENP8 inh = 3
Cc1ccc(OCCC(=O)OCC(=O)NC(=O)NCc2ccccc2)cc1
- CCR6 antagonist = 8
- Gli-Sufu antag = -8
- UBC13 polyUb = -2
- EBI2 antag = -3
- Jurkat NFkB inh = 10
- 697 NFkB inh = 23
- Apaf-1 inh = 15
- SENP8 inh = 1
COCC(=O)Nc1sc2c(c1C(=O)OC)C(C(=O)OC)CC2 (stereo not given)
- CCR6 antagonist = 7
- Gli-Sufu antag = 2
- UBC13 polyUb = 3
- EBI2 antag = -1
- Jurkat NFkB inh = -3
- 697 NFkB inh = 11
- Apaf-1 inh = -3
- SENP8 inh = 5
CC(=O)Nc1cc(NC(=O)CCCC(=O)O)ccc1Cl
- CCR6 antagonist = -2
- Gli-Sufu antag = -1
- UBC13 polyUb = 4
- EBI2 antag = -2
- Jurkat NFkB inh = 9
- 697 NFkB inh = 7
- Apaf-1 inh = -5
- SENP8 inh = -5

(continued)
SMILES	CCR6 antagonist	Gli-Sufu antag	UBC13 polyUb	EBI2 antag	Jurkat NFkB inh	697 NFkB inh	Apaf-1 inh	SENP8 inh
COc1ccc(S(=O)(=O)N2CCCC2)cc1C(=O)N1CCOCC1	4	3	5	1	1	11	-6	8
COC(=O)c1ccc(NC(=O)CCN2CCOCC2)cc1	13	-5	0	-9	-9	4	0	1
O=C(CCCCCn1c(=S)[nH]c2ccc(N3CCOCC3)cc2c1=O)NCc1cccc(Cl)c1	5	4	13	14	-20	-17	32	2
Cc1nc2ccccc2cc1OCc1ccccc1	11	26	1	6	19	-41	17	-3
CC1(C)Cc2c(c(-c3ccco3)nc3sc4c(NCCCO)ncnc4c23)CO1	7	1	6	-3	2	7	0	8
Nc1nonc1-n1nnc(C(=O)N/N=C/C2CC=CCC2)c1CSc1ccccc1 (stereo not given)	1	-1	6	-15	-2	13	-2	8
Cc1noc(C)c1COC(=O)c1ccc2c(c1)OCO2	4	-4	-1	-4	1	9	-2	-7
Cc1ccc(C(=O)NC(NCc2ccco2)C(Cl)(Cl)Cl)cc1 (stereo not given)	-7	5	-3	-2	-3	23	3	-5
O=C(CCn1c(=O)c2cccn2c2ccc(F)cc21)NCc1cccc(F)c1	15	-7	-6	-1	7	-8	5	-7
Cc1ccc(N2C(N)=C(C#N)C(c3cccs3)C3=C2CC(C)(C)CC3=O)cc1 (stereo not given)	22	9	-4	3	-2	-1	8	-3
c1ccc(Oc2cc(-c3ccccc3)ncn2)cc1	20	-40	-6	-1	-86	-71	19	-18
N#Cc1ccccc1S(=O)(=O)N1CCN(c2nc(-c3cccnc3)nc3ccccc23)CC1	2	12	3	-14	20	13	13	-14
O=CN1CCN(S(=O)(=O)c2ccc(Cl)c(C(=O)O)c2)CC1	9	-9	-1	-6	5	10	-31	9
CC1CCCN(c2ccc(/C=C(\C#N)c3nn(-c4ccccc4)c(N)c3C#N)cc2[N+](=O)[O-])C1 (stereo not given)	41	7	-18	42	-2	7	0	7
O=C(COC(=O)C1(c2ccccc2F)CCCC1)NCc1ccc2c(c1)OCO2	16	16	8	-3	-2	-3	12	1
O=CN1CCN(S(=O)(=O)c2ccc(S(=O)(=O)NC3CCCCC3)cc2)CC1	7	-7	-2	-2	10	3	1	-5
Cc1c(OCC(=O)N(C)c2ccccc2)ccc2c3c(c(=O)oc12)CCC3	2	5	6	9	39	4	15	0
CC(C)CCOc1ccc(C2(C)NC(=O)N(CN3CCOCC3)C2=O)cc1 (stereo not given)	19	11	-1	7	9	-19	6	-9
Cc1cc(NC(=O)c2ccc(F)c(S(=O)(=O)N3CCCCC3)c2)no1	13	20	7	-6	10	11	-13	5
CCN(CC)S(=O)(=O)c1ccc2c(c1)nc(-c1ccccn1)n2C	-8	-40	-1	-15	-31	-36	6	-6
Cc1ccccc1NC(=O)CSc1nc(COc2ccccc2)nc2ccccc12	8	5	14	16	0	-21	-12	-4
CC(C)(C)NC(=O)c1cccc(NC(=O)CSc2ccc(Cl)cc2)c1	8	-2	-4	6	-1	17	2	5
CC(=O)N1CCCN(Cc2cn(-c3cccc(C)c3)nc2-c2cccc(F)c2)CC1	23	-9	18	3	4	14	-1	-3
CCc1nnc(SCC(=O)Nc2ccc(N3CCOCC3)cc2)o1	-29	3	15	-10	6	13	5	-2
CN(C(=O)c1ccccc1C(=O)c1ccccc1)C1CCS(=O)(=O)C1 (stereo not given)	2	5	-10	3	3	-1	-8	-8
CC1CCCC(C)N1C(=O)CSc1nnc(-c2ccco2)n1C (stereo not given)	7	1	9	-8	-2	21	-9	1
Cc1ccc(/C=N/NC(=O)c2ccco2)cc1	3	-52	-2	2	-63	-78	-16	34
CC(=O)Oc1cccc(N2C(=O)C3C4C=CC(CC4)C3C2=O)c1 (stereo not given)	-3	7	3	6	16	7	-1	-3
CCCn1nnnc1NCc1ccccc1Cl	-2	1	-1	-6	-8	-4	-3	-5
Cc1ccc(Cn2c(SC3CCOC3=O)nc3ccccc3c2=O)cc1 (stereo not given)	-4	9	8	-12	4	-6	-2	2
Cc1nn(Cc2ccc(Cl)c(Cl)c2)c(C)c1NC(=O)c1cn(-c2ccccc2)nc1-c1ccccc1	9	-1	-13	7	1	16	12	-5
CC(C)(C)NC(=O)C(c1ccccn1)N(C(=O)c1csnn1)C1CCCCC1 (stereo not given)	-11	1	-3	3	4	-12	3	-6
CCCn1c(C)cc(C(=O)COC(=O)c2cc(S(=O)(=O)NCC(C)C)c(Cl)cc2Cl)c1C	45	0	3	26	-2	-7	14	3
Cc1cc(NC(=O)c2ccc(F)cc2)n(-c2ccccc2)n1	-12	-10	4	5	3	2	-3	2
CCc1ccccc1-n1c(SCC(=O)NC)nnc1-c1ccco1	6	-3	-1	-4	-5	-19	-7	0
COc1ccc(NC(=O)COC(=O)CC2Sc3ccccc3NC2=O)cc1 (stereo not given)	1	-8	-1	1	-36	-22	2	-1

The list is partial. The share of hits here may be higher or lower than overall.
